RXFP1 ag = qHTS Assay for Agonists of the Relaxin Receptor RXFP1; HEK293T-RXFP1 cAMP TR-FRET, 30 min; response scale: percent of porcine relaxin response, buffer zero; actives 0.3% (n = 370,000); Relaxin receptor 1 (Homo sapiens), Q9HBX9; Potency, µM (titrated, usually from 57.5 µM), for inactives: at the top dose activation, usual class: activators; note: potency is the fitted concentration of half-maximal effect; % is set by controls: 0 for no effect and ±100 for the full control effect; nearly all actives have a fitted effect of over 60% in size; many of its hits are not listed in these tables
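HEK293T cells stably expressing RXFP1 were pretreated with the PDE4 inhibitor Ro 20174, exposed to compounds for 30 min at 37C, lysed, and cAMP was read by TR-FRET. Data normalized to buffer (basal) and 29 nM porcine relaxin (100%).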
TrxR1 substrate = qHTS Assay for Substrates of Mammalian Selenoprotein Thioredoxin Reductase 1 (TrxR1): qHTS. AID 588456, 2011. actives 0.01% (n = 390,000). purified TrxR1 substrate turnover, NADPH consumption readout. Thioredoxin reductase 1, cytoplasmic (Rattus norvegicus), O89049. Potency, µM (top dose mostly 114 µM), for inactives: at the highest dose activity change, negative = substrate turnover; note: potency is the fitted concentration of half-maximal effect; % is set by controls: 0 for no effect and ±100 for the full control effect; nearly all actives have a fitted effect of over 50% in size
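Rat TrxR1, dispensed at 90 nM, was prereduced with 400 uM NADPH (final) for 5 min at ~22 deg C, then incubated with compound 15 min before 400 uM selenite. A first-read NADPH fluorescence drop versus no-compound background flagged substrates.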
Vif-A3G inh = qHTS for Inhibitors of Vif-A3G Interactions: qHTS; DNA dC->dU-editing enzyme APOBEC-3G (Homo sapiens), Q9HC16; HeLa A3G-eYFP + Vif (tagged APOBEC3G with the HIV-1 protein that degrades it), YFP fluorescence, overnight; Potency, µM (doses to about 46.1 µM), inactives show at the top dose activity, negative = active, usual class: inhibitors; actives 0.076% (n = 410,000);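 note: potency is the fitted concentration of half-maximal effect; % is set by controls: 0 for no effect and ±100 for the full control effect; nearly all actives have a fitted effect of over 60% in size; hits raise eYFP signal because A3G escapes Vif-driven loss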
Target sequence (Q9HC16 whole entry, looked up): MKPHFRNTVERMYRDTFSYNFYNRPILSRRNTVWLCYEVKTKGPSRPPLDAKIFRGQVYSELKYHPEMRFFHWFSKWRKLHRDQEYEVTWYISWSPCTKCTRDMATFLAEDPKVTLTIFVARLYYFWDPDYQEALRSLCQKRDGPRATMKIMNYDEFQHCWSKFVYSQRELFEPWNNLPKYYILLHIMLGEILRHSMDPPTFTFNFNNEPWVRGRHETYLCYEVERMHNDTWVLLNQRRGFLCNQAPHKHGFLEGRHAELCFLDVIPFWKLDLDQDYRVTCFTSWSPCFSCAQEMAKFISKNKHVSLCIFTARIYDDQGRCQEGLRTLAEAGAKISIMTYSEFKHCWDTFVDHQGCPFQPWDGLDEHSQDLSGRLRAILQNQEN
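Read-out is eYFP fluorescence (Ex 488/Em 500-530) from Vif-expressing HeLa A3G-eYFP cells; more signal means A3G escaped Vif-mediated degradation. Cells plated overnight, compound pinned in, incubated overnight at 37 deg C.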
IDH1 R132H inh = qHTS for Inhibitors of mutant isocitrate dehydrogenase 1 (IDH1): qHTS | actives 0.093% (n = 390,000) | AID 602179, 2012 | IDH1-R132H enzyme, NADPH consumption, diaphorase/resazurin fluorescence | Potency, µM (highest dose often 76.6 µM), for the others: at the highest dose activity change, negative = inhibition, actives largely listed as inhibitors; note: potency is the fitted concentration of half-maximal effect; % is set by controls: 0 for no effect and ±100 for the full control effect; nearly all actives have a fitted effect of over 65% in size
Target sequence (O75874 whole entry R132H, stated change not applied): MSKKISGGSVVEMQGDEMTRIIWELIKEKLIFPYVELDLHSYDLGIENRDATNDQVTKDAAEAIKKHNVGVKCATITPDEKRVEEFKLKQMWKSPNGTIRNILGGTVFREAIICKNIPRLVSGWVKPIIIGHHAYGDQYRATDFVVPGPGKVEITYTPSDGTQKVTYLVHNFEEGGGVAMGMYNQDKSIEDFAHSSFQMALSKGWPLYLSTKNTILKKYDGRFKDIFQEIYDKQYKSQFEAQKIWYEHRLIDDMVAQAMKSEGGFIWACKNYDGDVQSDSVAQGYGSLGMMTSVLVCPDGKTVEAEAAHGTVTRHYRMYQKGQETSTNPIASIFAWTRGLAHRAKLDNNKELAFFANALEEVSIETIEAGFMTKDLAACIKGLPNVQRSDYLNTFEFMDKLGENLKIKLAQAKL
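IDH1-R132H (0.5 ug/mL dispensed) in pH 7.5 Tris buffer was preincubated 30 min with compound, then given a substrate mix of 0.016 mM NADPH and 2 mM alpha-KG for 80 min at room temperature; remaining NADPH was read by diaphorase/resazurin fluorescence.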
GRP78 ERSR act = qHTS for Inducers of the Endoplasmic Reticulum Stress Response (ERSR) in Human Glioma: qHTS | U87-MG GRP78 promoter luciferase reporter, 16 h | Potency, µM, without a hit: at the top dose activation, most hits filed as activators | actives 0.02% (n = 420,000); note: potency is the fitted concentration of half-maximal effect; series mostly up to about 76 µM; % of control where 0% means no effect; nearly all actives have a fitted effect of over 35% in size
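Stably transfected U87-MG human glioma cells carrying a GRP78-based luminescent sensor were seeded at 1000 cells/well, pin-dosed with compounds and incubated 16 h. Luciferase reagent was then added, and end-point luminescence was read after 10 min at room temperature.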
PI4K2A inh = qHTS for small molecular inhibitors of PI4K2A; purified PI4K2A, ADP-Glo luminescence, 1 h; active compounds read low; activity change, negative = inhibition, % at 76.9 µM; actives 0.13% (n = 420,000); in the data active = activity change below about -50%; inconclusive = mostly about -30% to -49%;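 note: -100% = wells without enzyme as full effect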
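ADP-Glo luminescence measured ADP generated by PI4K2A enzyme (4 ug/mL before mixing) with 1.2 mM PI substrate (pre-mix) and 300 microM ATP (pre-mix). Tris pH7.5 buffer with MgCl2, Triton X-100; 1 h reaction at ambient temperature.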
Vif-A3F inh = qHTS for Inhibitors of Vif-A3F Interactions: qHTS; HeLa A3F-eYFP + Vif (tagged APOBEC3F with the HIV-1 protein that degrades it), YFP fluorescence increase; actives 0.2% (n = 390,000); AID 602313, 2012; Potency, µM (series often up to 46.1 µM), inactives show at the highest dose activity, negative = active; note: potency is the fitted concentration of half-maximal effect; % of control where 0% means no effect; nearly all actives have a fitted effect of over 65% in size
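HeLa cells stably expressing A3F-eYFP plus Vif, plated and incubated overnight at 37 deg C, then exposed to compounds overnight at 37 deg C. Blocked degradation read as raised yellow fluorescence (Ex 488/Em 500-530).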
LDHA block = qHTS assay for inhibitors of human lactate dehydrogenase. actives 0.15% (n = 480,000). AID 1347041, 2019. activity change, % (values are at about 110 or 230 µM). purified LDHA, NADH/diaphorase-resazurin fluorescence; active compounds read low. L-lactate dehydrogenase A chain (Homo sapiens), P00338; in the data active = activity change below about -30%; inconclusive = mostly about -25% to -30%;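 note: plate controls were DMSO wells for no effect and wells without enzyme for full effect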
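Human LDH5 (2 nM) was incubated with 0.06 mM NADH and 0.2 mM pyruvate for 5 min at room temperature in Tris pH 7.4. Remaining NADH was coupled through diaphorase/resazurin, and resorufin fluorescence was read at 0 and 20 min.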
USP1-UAF1 inh = Inhibitors of USP1/UAF1: Primary Screen; Ubiquitin carboxyl-terminal hydrolase 1 (Homo sapiens), O94782; recombinant USP1/UAF1, Ub-Rhodamine cleavage fluorescence; Potency, µM (highest dose often 57.1 µM), for the others: at the highest dose activity change, negative = inhibition, most hits filed as inhibitors; actives 0.23% (n = 390,000); note: potency is the fitted concentration of half-maximal effect; % is set by controls: 0 for no effect and ±100 for the full control effect; nearly all actives have a fitted effect of over 60% in size; inactives centre near -12
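In this screen, compounds sit with the deubiquitinase complex (1nM) for 15 min at room temperature before Ub-Rho is added at 150nM final. Fluorescence rise is then followed for 6 reads every 60 seconds.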
* marks the source's active call; other numbers are inactive results; ? = inconclusive; . = no result given; [ ] = dose if it differs, or a comment. Unless noted, calls come from the whole dose curve; as a rule, active = well fitted curve in the direction sought with a large enough effect; inconclusive = small, poorly fitted or top-dose-only effect, or another doubt; inactive = no such curve, though single readings can be large; an effect the other way counts as inactive or inconclusive.

SMILES | RXFP1 ag | TrxR1 substrate | Vif-A3G inh | IDH1 R132H inh | GRP78 ERSR act | PI4K2A inh | Vif-A3F inh | LDHA block | USP1-UAF1 inh
CCCN1C=CC(=CC=C(C#N)C#N)C=C1 | -1.8% | -43% | 13µM* | 12% | -9% | -4 | ? | -4 | 22µM*
NS(=O)(=O)c1ccc(NC(=O)CCCC(=O)O)cc1 | -0.9% | 4% | -1% | 9% | -4% | 10 | 3% | -1 | -11%
Nc1nonc1-n1nnc(C(=O)N/N=C/c2ccco2)c1CSc1ccccc1 | 0.5% | 6% | 0% | 0% | -1% | -7 | 0% | -1 | -18%
CCOc1ccc(CCNC(=O)Cn2c(-c3cccs3)cc3ccccc32)cc1 | 6.8% | 61%[activator] | 1% | 10% | -1% | -2 | -4% | -7 | 10%
CCCN(CCC)c1ccc(C2N=C(N)Nc3nc4ccccc4n32)cc1 (configuration not stated) | -2.2% | 8% | -9% | -22% | 0% | 10 | 1% | -3 | -29%
O=C(COc1cccc2ccccc12)N/N=C/c1ccc(Sc2nc3ccccc3s2)o1 | 0.1% | 3% | 0% | 2% | 2% | -3 | -6% | 2 | -21%
O=C(CCCOc1ccccc1)Nc1cccnc1 | 0.4% | 1%[11.4 µM] | -9% | 3% | 1% | 1 | -3% | 0 | -16%
COc1ccc(Cl)cc1NC(=O)CN1c2ccccc2S(=O)(=O)c2ccccc21 | -0.6% | -3%[57.1 µM] | -1% | -4% | -5% | 0 | 3% | 5 | -15%
CC(Oc1ccccc1F)C(=O)NNC(=O)c1cccc(S(=O)(=O)N2CCN(C)CC2)c1 (configuration not stated) | -1.3% | 0% | -4% | -1% | 1% | 1 | 0% | -13 | -20%
CCCOC1(C(F)(F)F)NC(=O)N(c2cccc(Cl)c2)C1=O (configuration not stated) | 2.8% | 5% | -2% | -4% | -3% | -1 | 2% | 1 | -19%
CCc1ccc2c(c1)c(=O)c(S(=O)(=O)c1ccc(Cl)cc1)cn2CC | -2.3% | -1% | -3% | -13% | -4% | -2 | 1% | -12 | -21%
CC(=O)c1cccc(NC(=S)N2CCC(Cc3ccccc3)CC2)c1 | 0.3% | -9%[57.1 µM] | 0% | 2% | -2% | -5 | 3% | -1 | -10%
CC(=O)NS(=O)(=O)c1ccc2c(c1)C(=O)c1cc(S(=O)(=O)NC(C)=O)ccc1-2 | -1.3% | 9% | 4% | 9% | -5% | 1 | ? | -2 | -20%
OC[C@@H]1CN(CCN2CCOCC2)C[C@H](n2cnc3c(NC4CCC4)ncnc32)O1 | . | . | -3% | . | 1% | -1 | . | -10 | .
CCOC(=O)N1CCN(C(=O)c2cc3c(s2)-c2ccccc2OC3)CC1 | ? | 230%[activator] | -5% | 13% | 0% | 5 | 3% | -3 | ?
C[C@H]1CN([C@@H](C)CO)S(=O)(=O)c2ccc(Br)cc2O[C@H]1CN(C)C(=O)Cc1ccncc1 | . | . | -2% | . | -3% | 3 | . | -10 | .
CC(C)OC(=O)CCc1nc2ccccc2[nH]c1=O | 1.3% | 5%[57.1 µM] | 3% | 3% | -5% | 4 | 2% | -4 | -8%
COc1cc(NC(=O)CN2CCN(c3ccccc3F)CC2)cc(OC)c1 | 2.1% | 10%[57.1 µM] | -5% | 9% | -6% | -6 | -10% | -3 | -6%
COc1cccc(-n2c(SCc3cccc(C)c3)nc3c([nH]c4ccccc43)c2=O)c1 | -0.4% | 5%[57.1 µM] | -3% | -4% | 9% | 3 | -4% | -2 | -32%
CCOc1cc(C2C(C(=O)N3CCCCC3)=C(C)NC3=C2C(=O)CC(C)(C)C3)ccc1O (configuration not stated) | -1.6% | 5% | 1% | 10% | -2% | 0 | -6% | 3 | -17%

A second format for part of the listing above:
Order of values: RXFP1 ag | TrxR1 substrate | Vif-A3G inh | IDH1 R132H inh | GRP78 ERSR act | PI4K2A inh | Vif-A3F inh | LDHA block | USP1-UAF1 inh
CCCN1C=CC(=CC=C(C#N)C#N)C=C1
    -1.8% | -43% | 13µM* | 12% | -9% | -4 | ? | -4 | 22µM*
CCc1ccc2c(c1)c(=O)c(S(=O)(=O)c1ccc(Cl)cc1)cn2CC
    -2.3% | -1% | -3% | -13% | -4% | -2 | 1% | -12 | -21%
COc1cccc(-n2c(SCc3cccc(C)c3)nc3c([nH]c4ccccc43)c2=O)c1
    -0.4% | 5%[57.1 µM] | -3% | -4% | 9% | 3 | -4% | -2 | -32%
Nc1nonc1-n1nnc(C(=O)N/N=C/c2ccco2)c1CSc1ccccc1
    0.5% | 6% | 0% | 0% | -1% | -7 | 0% | -1 | -18%

Carrying on.
SMILES | RXFP1 ag | TrxR1 substrate | Vif-A3G inh | IDH1 R132H inh | GRP78 ERSR act | PI4K2A inh | Vif-A3F inh | LDHA block | USP1-UAF1 inh
COc1ccc(OC)c(NC(=O)N2CCc3ccccc3C2)c1 | 1.6% | -7% | 2% | 6% | 1% | 5 | -4% | 0 | -12%
CCOC(=O)c1sc(NC(=O)c2ccc(S(=O)(=O)N(CC)CC)cc2)nc1C | -0.8% | 81%[activator] | 1% | 6% | -8% | 2 | 0% | 2 | -2%
Cc1cccc(CN2[C@H](COCc3ccccc3)C=CS2(=O)=O)c1 | . | . | 4% | . | -3% | 1 | . | -10 | .
C[C@@H]1C2CC(C/C2=N\NC(=O)c2ccncc2)C1(C)C (some centres not stated) | -0.8% | -1% | 6% | 11% | -4% | 2 | -1% | -6 | -5%
CCOc1ccc2nc(NC(=O)Cn3c(C)csc3=O)sc2c1 | 0.4% | 4% | -2% | -8% | 2% | 1 | -4% | -4 | -18%
C=C1SC(=Nc2ccccc2Cl)N(C(=O)c2sc3ccccc3c2Cl)C1(C)C | 13% | -5% | 0% | 1% | 2% | -7 | 14% | -14 | -21%
Cc1ccc2nc(-c3ccccc3)cc(C(=O)O)c2c1 | -0.6% | 10%[57.1 µM] | -2% | 13% | -2% | 1 | 0% | -3 | -10%
COc1cccc(C2=NN(C(C)=O)C(c3cn(-c4ccccc4)nc3-c3cccs3)C2)c1 (configuration not stated) | -3.3% | 6% | -26% | 12% | -2% | 4 | -4% | -4 | -5%
O=c1[nH]c(=O)n(C2OC(CO)C(O)C2O)cc1N1CCOCC1 (configuration not stated) | . | -11% | 1% | 10% | -4% | -1 | -2% | -8 | -10%
Cn1c(SCC(=O)NNC(=O)c2ccc(Cl)cc2)nnc1-c1cccnc1 | -0.5% | 2% | 0% | 4% | -4% | 5 | 1% | 0 | -14%
COc1ccc(OCc2cc(C(=O)NC3CCc4ccccc43)no2)c(Cl)c1 (configuration not stated) | -0.6% | -6% | 0% | -2% | -2% | -4 | 3% | -10 | -10%
O=C1NC2(CCCC2)C(=O)N1CCS(=O)(=O)Oc1ccccc1 | 0.4% | -7%[57.1 µM] | -2% | -7% | -1% | 9 | -19% | -6 | -12%
O=C(c1c(Cl)cccc1Cl)N1CCN(c2cccc3[nH]ccc23)CC1 | -2.8% | -2% | -14% | -4% | -4% | 0 | -8% | 13 | -17%
COc1ccc(-c2cc(C(F)(F)F)nc(N3CCN(C)CC3)n2)cc1 | 3.7% | 9% | -4% | 7% | -12% | 7 | -22% | 3 | -20%
COc1ccc(C(=O)NCCS(=O)(=O)N2CCOCC2)cc1 | 0.4% | 9%[57.1 µM] | 0% | 17% | -4% | 0 | 3% | -6 | -12%
O=C(NC(=S)Nc1ccc(N2CCOCC2)cc1)c1cccc(Cl)c1Cl | -0.6% | 1% | -1% | -5% | 4% | 0 | 3% | -13 | -24%
Cc1cc(OCCCC(=O)NC2=NCCS2)ccc1Cl | -1.0% | -5% | -8% | 2% | -4% | -1 | -1% | 4 | -6%
COc1cc(C(=O)Nc2cccc(-c3nc4ccccc4o3)c2C)cc(OC)c1OC | 4.2% | 9% | 0% | 1% | 4% | 1 | 0% | 0 | -14%

3 of the entries above in order of their number in USP1-UAF1 inh, ascending:
mol	TrxR1 substrate	Vif-A3G inh	IDH1 R132H inh	PI4K2A inh	Vif-A3F inh	LDHA block	USP1-UAF1 inh
O=C(c1c(Cl)cccc1Cl)N1CCN(c2cccc3[nH]ccc23)CC1	-2%	-14%	-4%	0	-8%	13	-17%
COc1ccc(OCc2cc(C(=O)NC3CCc4ccccc43)no2)c(Cl)c1 (configuration not stated)	-6%	0%	-2%	-4	3%	-10	-10%
Cc1cc(OCCCC(=O)NC2=NCCS2)ccc1Cl	-5%	-8%	2%	-1	-1%	4	-6%

High-throughput results deposited in PubChem by National Center for Advancing Translational Sciences (NCATS).

A portion of the library; count on the stated rates, not on these rows.
